M1 PAM parental: nonselective activator or artifact in parental CHO-K1 calcium assay; ATP EC20, Fluo-8 calcium fluorescence; 0% at ATP EC20, 100% at ATP max; activation, % at 3 µM; 360,000 compounds, 0.02% hits;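 active = activation above the run cutoff, the mean activation of all test compounds plus 3 SD, cut at about 40% in these data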;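 also: peak over basal fluorescence ratio in a 140 s read after ATP addition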
CHRM1 PAM: positive allosteric modulators of human M1 muscarinic receptor | activation, % at 3 µM | 360,000 compounds, 0.088% hits | P11229 | AID 588819 | CHO-K1 hM1, Fluo-8 calcium fluorescence, ACh EC20; 0% = ACh EC20, 100% = maximal ACh; in the data active = activation above about 19%, passing the limit was not always enough
Target sequence (P11229 whole entry, looked up): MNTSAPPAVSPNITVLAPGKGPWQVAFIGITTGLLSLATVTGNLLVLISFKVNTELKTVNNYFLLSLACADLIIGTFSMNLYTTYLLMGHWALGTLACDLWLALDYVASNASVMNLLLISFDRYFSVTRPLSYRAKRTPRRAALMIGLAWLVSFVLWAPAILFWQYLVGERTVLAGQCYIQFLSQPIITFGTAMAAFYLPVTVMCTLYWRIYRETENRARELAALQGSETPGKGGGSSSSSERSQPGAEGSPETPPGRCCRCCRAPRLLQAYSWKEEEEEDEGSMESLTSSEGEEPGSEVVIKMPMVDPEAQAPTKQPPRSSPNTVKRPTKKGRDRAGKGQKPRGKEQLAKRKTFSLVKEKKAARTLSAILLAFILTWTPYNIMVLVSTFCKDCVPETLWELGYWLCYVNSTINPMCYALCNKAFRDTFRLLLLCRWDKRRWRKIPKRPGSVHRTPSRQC
TAAR1 agonist: human TAAR1 agonism | CHO RD-HGA16 TAAR1, Fluo-8 calcium fluorescence; vehicle wells 0%, saturating PEA agonist 100% | activation, % at 3 µM | 360,000 compounds, 0.99% hits;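 active = activation above the mean activation of all test compounds in the run plus 3 SD, cut at about 38% in these data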
Target sequence (Q96RJ0 whole entry, looked up): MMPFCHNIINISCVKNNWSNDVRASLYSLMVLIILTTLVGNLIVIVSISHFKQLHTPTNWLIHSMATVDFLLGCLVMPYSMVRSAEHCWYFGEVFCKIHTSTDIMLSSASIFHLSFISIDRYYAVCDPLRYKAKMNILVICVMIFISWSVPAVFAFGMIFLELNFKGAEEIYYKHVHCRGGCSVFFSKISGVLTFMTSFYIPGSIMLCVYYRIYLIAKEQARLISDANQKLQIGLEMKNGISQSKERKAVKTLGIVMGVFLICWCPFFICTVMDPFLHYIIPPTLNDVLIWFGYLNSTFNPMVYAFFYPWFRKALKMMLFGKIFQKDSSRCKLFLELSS
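System: CHO-derived RD-HGA16 cells with stable Gα16 and human TAAR1 / Times: 17-24 h plating, Fluo-8 75 min 37 °C, 30 min RT / Technique: calcium-sensitive Fluo-8 signal, excitation 470-495, emission 515-575 nm / Measure: % activation relative to PEA EC100 response / Benchmarks: DMSO and PEA EC100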
CHO-K1 Ca antag: nonselective inhibitor or artifact in parental CHO-K1 cells. inhibition, % at 3 µM. ATP-induced calcium, Fluo-8 fluorescence. 360,000 compounds, 0.6% hits;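 active = inhibition above a per-plate cutoff, the plate's mean sample inhibition plus 3 SD, cut at about 24% in these data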;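 also: 0% = DMSO plus EC80 ATP and 100% = DMSO alone without ATP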
CHRM1 agonist: agonists of human M1 muscarinic receptor; AID 588814; activation, % at 3 µM; 360,000 compounds, 0.33% hits; CHO-K1 hM1, Fluo-8 calcium fluorescence, agonist mode; 0% DMSO, 100% acetylcholine EC100; P11229;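 active = activation above the run's mean compound activation plus 3 SD, cut at about 16% in these data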;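 also: peak over basal fluorescence ratio within a 140 s kinetic read after compound addition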
TAAR1 antagonist: human TAAR1 antagonism; Q96RJ0; CHO RD-HGA16 TAAR1, Fluo-8 calcium fluorescence, antagonist; inhibition, % at 3 µM; 360,000 compounds, 1.5% hits; AID 624466;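 active = inhibition above a per-plate cutoff, the mean inhibition of test compounds on that plate plus 3 SD, cut at about 49% in these data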;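 also: 0% = DMSO plus EC80 beta-PEA response and 100% = DMSO alone without agonist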
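Assay system: RD-HGA16 CHO cells with stable hTAAR1 and Gα16 / Reagent: EC80 β-phenethylamine stimulus / Doses: 3 µM, single point / Timing: dye loading 75 min at 37 °C, then 30 min room temperature / Measured by: Fluo-8 intracellular calcium dye fluorescence, real-time kinetic reads / Controls: vehicle wells and EC80 agonist wells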
CHO parental Ca: counter-screen for OX1R antagonists: effect in parental CHO cells; parental CHO-K1, ATP-induced calcium, Fluo-8 fluorescence; inhibition, % at 5.6 µM; 330,000 compounds, 0.63% hits;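 active = inhibition above that plate's mean sample inhibition plus 3 SD, cut at about 26% in these data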;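 also: 0% = ATP-challenged DMSO wells and 100% = DMSO wells without ATP; some compounds past the cut are filed as inactive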
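Assay system – parental CHO cells · Reagent – ATP stimulus · Detection – intracellular calcium via Fluo-8 no-wash fluorescent dye · Evaluation – percent inhibition of ATP-evoked calcium rise, normalized to controls · Controls – ATP wells versus no-ATP DMSO wells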
CHO-K1 Ca ag: counter-screen for M1 agonists: effect in parental CHO-K1 cells; activation, % at 3 µM; AID 602248; Fluo-8 calcium fluorescence; scaled to maximal ATP response, vehicle zero; 360,000 compounds, 0.48% hits; in the data active = activation above about 15%;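 also: untransfected CHO-K1 host cells lacking M1 receptor as counterscreen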
M1 antag: antagonists of human M1 muscarinic receptor | inhibition, % at 3 µM | 360,000 compounds, 1.3% hits | CHO-K1 hM1, Fluo-8 calcium fluorescence, ACh EC80 antagonist;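 active = percent inhibition above its own plate's cutoff, namely the mean of that plate's compound wells plus 3 SD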;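 also: peak over basal fluorescence ratio during 140 s after agonist addition; 0% = ACh EC80 plus DMSO and 100% = DMSO alone without agonist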
Starred values were filed as active, the others as inactive; . = not tested or not shown.

Letters – A = M1 PAM parental; B = CHRM1 PAM; C = TAAR1 agonist; D = CHO-K1 Ca antag; E = CHRM1 agonist; F = TAAR1 antagonist; G = CHO parental Ca; H = CHO-K1 Ca ag; I = M1 antag
Cc1cc(C(=O)NC(C)c2ccc3c(c2)OCO3)cs1 (stereo not given)
  A = 10; B = 2; C = 10; D = -9; E = -8; F = 23; G = -9; H = 1.6; I = 1
CC12CC3CC(C)(C1)CC(CN)(C3)C2
  A = 11; B = 11; C = 14; D = 2; E = -1; F = -19; G = -18; H = 0.6; I = -10
CCCCN1C(=O)C(CC(=O)NCCCN(C)C)CC(C(=O)N(C(C)C)C(C)C)=C1C (stereo not given)
  A = 5; B = .; C = 2; D = -24; E = .; F = -1; G = .; H = 1.1; I = .
O=C(OCC(=O)N(CCc1ccccc1)Cc1ccccc1)c1ccccc1NCCO
  A = 1; B = -8; C = 5; D = 3; E = 0; F = 62*; G = 2; H = 6.2; I = 27
CCC(=O)c1ccc(N2CCN(C(=O)c3ccccc3)CC2)c(F)c1
  A = -2; B = 4; C = 3; D = -4; E = -4; F = 18; G = -15; H = 7.1; I = -1
Cc1cc(C(=O)CSc2nc3ccccc3c(=O)n2C)c(C)n1Cc1ccc2c(c1)OCO2
  A = 21; B = 2; C = 10; D = 8; E = 0; F = 3; G = 7; H = 1.2; I = 10
O=C(Nc1nc2ccccc2s1)C1c2ccccc2Oc2ccccc21
  A = -6; B = -10; C = 7; D = 9; E = -7; F = 14; G = -5; H = -0.1; I = 17
CCOc1ccccc1NC(=O)c1cc(=O)c2ccccc2o1
  A = 17; B = -2; C = 1; D = -5; E = -1; F = 14; G = -8; H = 4.7; I = 7
COc1ccc(C(=O)NC(=S)NNC(=O)c2cccnc2)cc1
  A = 21; B = 3; C = -2; D = 2; E = -2; F = -2; G = 0; H = 0.0; I = -7
COc1cc(C(=O)NNC(=O)COc2ccc(Br)cc2)ccc1OCC(=O)N1CCOCC1
  A = 24; B = 10; C = 2; D = -17; E = -2; F = 0; G = .; H = 1.6; I = -8
N#CC(=C1CCCC1)c1nc(-c2ccccc2)cs1
  A = 22; B = 7; C = 13; D = -5; E = -4; F = 8; G = -16; H = 0.8; I = -13
CCC(C)(C)NC(=O)CN(Cc1ccc2c(c1)OCO2)C(=O)CCC(=O)Nc1ccccn1
  A = 6; B = -8; C = 0; D = -4; E = 0; F = 4; G = -20; H = 0.8; I = -6
CCCCOc1ccc(C2/C(=C(\O)c3ccc4c(c3)OCCO4)C(=O)C(=O)N2CCCN2CCOCC2)cc1 (stereo not given)
  A = 3; B = 12; C = 8; D = -1; E = -2; F = -22; G = -13; H = 1.0; I = -18
O=C(c1cccnc1)N1CCN(Cc2ccccc2Br)CC1
  A = 26; B = 15; C = -1; D = -12; E = -3; F = -6; G = -10; H = 1.2; I = -16
CC(C)NC(=O)c1cc(-n2cnnc2)ccc1Cl
  A = -12; B = -11; C = 13; D = -7; E = -4; F = 13; G = 7; H = 0.0; I = 11
CCOC(=O)CN1C(=O)N[C@@H](c2cccs2)C(C(C)=O)=C1C
  A = 4; B = 8; C = -1; D = -2; E = -7; F = -3; G = -6; H = 3.6; I = -3
CCCn1c(SCC(=O)Nc2c(C)cccc2CC)nnc1C(C)C
  A = 11; B = 1; C = 1; D = 4; E = -3; F = -5; G = -13; H = 0.8; I = 1
CCn1c(CNc2nc(-c3ccccc3)cs2)nnc1SCC(=O)NCc1ccccc1
  A = 17; B = 4; C = 12; D = -11; E = -4; F = -5; G = -10; H = 1.5; I = -6
CCc1cc(=O)oc2cc(C)cc(OCC(C)=O)c12
  A = 8; B = 8; C = 1; D = -3; E = -4; F = 2; G = -14; H = 0.8; I = -10
CCCC(=O)C1=C(O)C(c2cccc(Oc3ccccc3)c2)CCC1=O (stereo not given)
  A = 6; B = 18; C = 4; D = 7; E = 2; F = -10; G = -12; H = 0.4; I = -2
CSc1ncccc1C(=O)NCC(c1cccs1)N1CCOCC1 (stereo not given)
  A = 5; B = 9; C = 0; D = -18; E = -1; F = -10; G = -13; H = 2.7; I = -8
CC(C)OC(=O)C(C)Oc1ccc(C(=O)NCCc2ccccc2)cc1 (stereo not given)
  A = 1; B = 3; C = -1; D = -2; E = 0; F = -7; G = 1; H = 14; I = -2
CC1(Cc2ccc(S(C)(=O)=O)cc2)C(=O)Nc2ccc(Cl)cc21 (stereo not given)
  A = 4; B = 3; C = 4; D = -1; E = 2; F = -9; G = .; H = 0.5; I = -10
O=C(Nc1cc(Cl)ccc1N1CCOCC1)C1CC1
  A = -3; B = 10; C = 13; D = -5; E = 0; F = -42; G = -11; H = -1.1; I = -2
CCC(C)c1ccc(NC(=O)CC(C)=O)cc1 (stereo not given)
  A = 10; B = 6; C = 3; D = -8; E = -7; F = -12; G = -16; H = 0.1; I = -10
CCOc1ccc(NC(=O)CN(C)C(=O)C2CC2C)cc1OCC (stereo not given)
  A = -13; B = 11; C = 3; D = 5; E = 1; F = -4; G = .; H = 0.4; I = -11
CC(=O)N1CCc2cc(NC(=O)C3(C)CCN3Cc3ccccc3OC(F)F)ccc21 (stereo not given)
  A = 26; B = -5; C = 10; D = -25; E = -3; F = 15; G = .; H = 4.3; I = -4
Cc1ccccc1-n1nc(SCC(=O)O)sc1=S
  A = 25; B = 9; C = 7; D = -14; E = -2; F = -23; G = -3; H = 0.5; I = -5
O=C(Nc1n[nH]c(C(F)(F)F)n1)C1CC1
  A = -11; B = 2; C = 1; D = -20; E = -4; F = -9; G = -3; H = 0.5; I = 1
CC(C)Cc1c(O)nc(SCCN2CCOCC2)[nH]c1=O
  A = 11; B = 9; C = 8; D = 4; E = -2; F = 17; G = -2; H = 0.3; I = -3

5 entries picked at random from those above, as already listed:
Letters – A = M1 PAM parental; B = CHRM1 PAM; C = TAAR1 agonist; D = CHO-K1 Ca antag; E = CHRM1 agonist; F = TAAR1 antagonist; G = CHO parental Ca; H = CHO-K1 Ca ag; I = M1 antag
Cc1ccccc1-n1nc(SCC(=O)O)sc1=S
  A = 25; B = 9; C = 7; D = -14; E = -2; F = -23; G = -3; H = 0.5; I = -5
CC1(Cc2ccc(S(C)(=O)=O)cc2)C(=O)Nc2ccc(Cl)cc21 (stereo not given)
  A = 4; B = 3; C = 4; D = -1; E = 2; F = -9; G = .; H = 0.5; I = -10
O=C(Nc1cc(Cl)ccc1N1CCOCC1)C1CC1
  A = -3; B = 10; C = 13; D = -5; E = 0; F = -42; G = -11; H = -1.1; I = -2
CC(C)Cc1c(O)nc(SCCN2CCOCC2)[nH]c1=O
  A = 11; B = 9; C = 8; D = 4; E = -2; F = 17; G = -2; H = 0.3; I = -3
CCC(C)c1ccc(NC(=O)CC(C)=O)cc1 (stereo not given)
  A = 10; B = 6; C = 3; D = -8; E = -7; F = -12; G = -16; H = 0.1; I = -10

Further results
Letters – A = M1 PAM parental; B = CHRM1 PAM; C = TAAR1 agonist; D = CHO-K1 Ca antag; E = CHRM1 agonist; F = TAAR1 antagonist; G = CHO parental Ca; H = CHO-K1 Ca ag; I = M1 antag
CCC(C)(C(=O)NC1CCCC1)N(Cc1cccs1)C(=O)Cc1cccs1 (stereo not given)
  A = 13; B = 0; C = 3; D = -6; E = -3; F = -5; G = -8; H = 0.2; I = 5
CCn1c(C)c(C(C)=O)c(N2CCN(c3ccc(OC)cc3)CC2)nc1=S
  A = -1; B = -26; C = 1; D = 3; E = -12; F = 0; G = -7; H = 0.6; I = 19
O=C(COc1ccccc1Cl)Nc1nnc(S(=O)(=O)N2CCCCCC2)s1
  A = -8; B = 26; C = 3; D = 14; E = 4; F = -11; G = -5; H = -0.2; I = -18
CCCC(=O)C1=C(O)C(C(=O)OC)C(C)(C)CC1=Nc1ccncc1 (stereo not given)
  A = 14; B = 6; C = 5; D = -6; E = -3; F = 10; G = -4; H = 0.2; I = -10
CCN(CC)CCn1c2c(c(SCC(=O)Nc3cc(C)ccc3C)nc1=O)CCC2
  A = -4; B = 0; C = 1; D = 4; E = -9; F = -7; G = -24; H = 0.2; I = -1
O=C1C(=O)N(CCCn2ccnc2)C(c2ccc(Br)cc2)/C1=C(\O)c1ccc2c(c1)OCCO2 (stereo not given)
  A = -22; B = 3; C = 0; D = 7; E = -1; F = -28; G = 0; H = 0.0; I = -3
COc1ccc(NC(=O)c2ccc3c(c2)C(=O)N(CC2CCCO2)C3=O)cc1O (stereo not given)
  A = 0; B = 19; C = 3; D = -7; E = 1; F = -3; G = 2; H = 3.2; I = -19
CN(C)C(=O)N1CCC(C(=O)N2CCCC(C(=O)c3cccc4ccccc34)C2)CC1 (stereo not given)
  A = 7; B = 10; C = 1; D = -15; E = -4; F = -9; G = -24; H = 0.9; I = -19
Cc1ncsc1C(=O)N1N=C2/C(=C/c3ccc(N4CCOCC4)cc3)CCCC2C1c1ccc(N2CCOCC2)cc1 (stereo not given)
  A = 28; B = 8; C = .; D = -14; E = -4; F = .; G = -18; H = 2.1; I = -5
COCCN(Cc1ccccc1)C(=O)c1ccc2c(=O)n3c(nc2c1)CCC3
  A = 18; B = 15; C = 2; D = -5; E = 0; F = -23; G = -4; H = 3.1; I = -17
C=CCN1c2ccc(Br)cc2C(=O)CS1(=O)=O
  A = 6; B = 7; C = 8; D = -12; E = -8; F = 0; G = -7; H = 0.6; I = -3
Cc1ccc2c(=O)n3c(nc2c1)C(Cc1ccc(O)cc1)NC(=O)c1cc2ccccc2cc1-3 (stereo not given)
  A = 21; B = -4; C = 2; D = -9; E = 2; F = 35; G = .; H = 3.5; I = 2
CC(C)=CCSc1nnc(CCNC(=O)OC(C)(C)C)o1
  A = -2; B = 2; C = 11; D = 10; E = -3; F = 4; G = -8; H = -0.1; I = 2
O=C(CSc1ccc2nnc(-c3ccccc3)n2n1)NCC1CCCO1 (stereo not given)
  A = -5; B = 0; C = 1; D = -3; E = -4; F = 7; G = -5; H = 0.0; I = 2
O=S(=O)(NC1CCSc2ccccc21)c1ccc(Cl)nc1 (stereo not given)
  A = -8; B = 0; C = -2; D = -8; E = -9; F = 11; G = -7; H = 0.3; I = -6
CC(=O)Nc1cccc(NC(=O)c2cc(-c3ccccn3)nc3ccc(Cl)cc23)c1
  A = 1; B = 4; C = 9; D = 0; E = 0; F = 65*; G = -18; H = 0.1; I = 5
C[C@@H]1CN([C@@H](C)CO)C(=O)c2cccc(NC(=O)Nc3ccc4c(c3)OCO4)c2O[C@H]1CN(C)S(=O)(=O)c1cn(C)cn1
  A = -20; B = -5; C = 14; D = 9; E = 0; F = 27; G = -15; H = 4.5; I = 8
CC1(C(=O)NS(=O)(=O)c2ccc(C#N)cc2)CCN1C(=O)CC1CC1 (stereo not given)
  A = -7; B = 7; C = 4; D = -1; E = -2; F = -16; G = .; H = 0.2; I = -9
Fc1cccc(Cl)c1COc1ccc(-c2nnco2)cc1
  A = 23; B = 14; C = 28; D = -18; E = 0; F = 4; G = -8; H = 2.1; I = -5
